# Screening data as filed in PubChem BioAssay.
# SENP6 block = SENP6 protease inhibitors, primary screen, biochemical, luminescence, uHTS; Sentrin-specific protease 6 (Homo sapiens), Q9GZR1; Recombinant SENP6 catalytic domain, aminoluciferin luminescence; inhibition, % at 10 µM; 1.8% of 330,000 active; AID 2599, 2010;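 active = inhibition above about 50% at the single tested dose, limit read from the data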;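 also: plate controls were DMSO wells with enzyme for no effect and DMSO wells lacking enzyme for full effect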
# Target sequence (Q9GZR1 628-1112 limits assumed): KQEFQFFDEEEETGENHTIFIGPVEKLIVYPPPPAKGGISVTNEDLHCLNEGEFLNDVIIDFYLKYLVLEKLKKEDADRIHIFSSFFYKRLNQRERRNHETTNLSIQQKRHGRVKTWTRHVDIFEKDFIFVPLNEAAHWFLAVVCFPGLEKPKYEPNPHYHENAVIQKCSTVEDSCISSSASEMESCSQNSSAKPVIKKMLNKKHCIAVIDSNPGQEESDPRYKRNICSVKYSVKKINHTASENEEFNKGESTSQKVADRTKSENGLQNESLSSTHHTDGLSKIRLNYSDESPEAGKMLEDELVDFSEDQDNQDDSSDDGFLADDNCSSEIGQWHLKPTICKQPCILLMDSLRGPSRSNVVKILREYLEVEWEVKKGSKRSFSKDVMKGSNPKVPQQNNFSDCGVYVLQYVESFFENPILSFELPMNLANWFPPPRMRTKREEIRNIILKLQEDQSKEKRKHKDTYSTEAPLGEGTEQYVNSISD
# SENP8 block-1 = human SENP8 protease inhibitors, primary screen, biochemical, fluorescence, Nedd8 protein substrate, uHTS; Sentrin-specific protease 8 (Homo sapiens), Q96LD8; recombinant SENP8; inhibition, % at 20 µM; 0.64% of 360,000 active; AID 602440, 2012; in the data active = inhibition mostly above about 40%, no sharp cut-off; inactive = mostly below about 27%
# Target sequence (Q96LD8 whole entry, looked up): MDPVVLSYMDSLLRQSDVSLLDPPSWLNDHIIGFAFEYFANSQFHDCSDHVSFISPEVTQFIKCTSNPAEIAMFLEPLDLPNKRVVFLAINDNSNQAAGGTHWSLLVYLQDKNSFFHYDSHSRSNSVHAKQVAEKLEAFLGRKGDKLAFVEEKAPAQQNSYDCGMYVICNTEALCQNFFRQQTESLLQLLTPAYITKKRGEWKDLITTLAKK
# HKDC1 inh = HKDC1 hexokinase inhibitors, primary screen, biochemical, fluorescence, uHTS. recombinant HKDC1, G6PDH/diaphorase resazurin coupled fluorescence. inhibition, % at 20 µM. 0.16% of 340,000 active;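 active = inhibition above about 35% when tested at 20 µM, limit read from the data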;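 also: plate controls were DMSO wells with enzyme for no effect and DMSO wells lacking enzyme for full effect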
#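 Material – in-house recombinant HK5 (HKDC1) enzyme · Quantity – HKDC1 at 5 µg/mL · Buffer or medium – pH 8.0 Tris buffer with 10 mM MgCl2 · Reagent – glucose with 1 mM ATP · Dosing – single 20 µM dose · Times – reaction time 90 min, room temperature, protected from light · Technique – resorufin fluorescence at 613 nm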
# SENP8 block-2 = SENP8 protease inhibitors, primary screen, biochemical, luminescence; Sentrin-specific protease 8 (Homo sapiens), Q96LD8; purified SENP8, Z-RLRGG-aminoluciferin cleavage; inhibition, % at 10 µM; 1.2% of 330,000 active; AID 2540, 2010; in the data active = inhibition above about 50%
# Apaf1 inhib = inhibitors of human Apaf-1 apoptosome, primary screen, biochemical, DEVD-Rh110 fluorescence, uHTS. Apoptotic protease-activating factor 1 (Homo sapiens), O14727. reconstituted apoptosome caspase-3 activity. inhibition, % at 20 µM. 0.71% of 330,000 active. AID 489030, 2010; active = inhibition of at least 40% at 20 µM;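 also: plate controls were DMSO wells for no effect and DEVD-CHO caspase inhibitor wells for full effect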
#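 Material: reconstituted apoptosome with Apaf-1, cytochrome c, caspase-9, procaspase-3, dATP. Technique: Rh110 fluorescence intensity. Buffer or medium: pH 7.5 Hepes buffer with CHAPS, BSA, DTT. Times: 30 min plus 50 min, RT.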
# SENP7 inh = SENP7 protease inhibitors, primary screen, biochemical, luminescence, uHTS | Sentrin-specific protease 7 (Homo sapiens), Q9BQF6 | recombinant SENP7, Z-RLRGG-aminoluciferin luminescence, 40 min | inhibition, % at 5 µM | 1.5% of 330,000 active | AID 434973, 2010;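 active = inhibition above about 50% at the single test dose, limit read from the data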;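 also: plate controls were DMSO with enzyme for no effect and no enzyme buffer wells for full effect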
# SENP1 inh = human SENP1 catalytic domain inhibitors, primary screen, biochemical, FRET, uHTS | 0.21% of 360,000 active | recombinant SENP1 catalytic domain, CyPet-SUMO1-YPet FRET cleavage | Sentrin-specific protease 1 (Homo sapiens), Q9P0U3 | inhibition, % at 10 µM | AID 624204, 2012;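 active = inhibition at least 30% at 10 µM, raw YFP signal under a set limit, fluorescence ratio 0.5 to 1.5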;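 also: 0% = enzyme with DMSO and 100% = no enzyme wells; some results filed as inactive read as strong as hits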
# Target sequence (Q9P0U3 419-644 limits assumed): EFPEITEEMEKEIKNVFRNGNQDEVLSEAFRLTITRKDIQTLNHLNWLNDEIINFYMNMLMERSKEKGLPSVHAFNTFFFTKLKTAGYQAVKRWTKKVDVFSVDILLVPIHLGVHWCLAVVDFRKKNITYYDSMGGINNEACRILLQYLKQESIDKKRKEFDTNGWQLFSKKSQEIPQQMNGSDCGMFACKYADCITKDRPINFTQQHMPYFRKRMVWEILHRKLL
#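 Test system: human SENP1 catalytic domain; medium: Tris pH 8 buffer plus EDTA, NaCl, BME, BSA, NP40, catalase; incubation: 50 min reaction at room temperature; technique: FRET, CFP and YFP emission; controls: no-enzyme low control and enzyme-plus-DMSO high control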
# PfG6PD inh = PfG6PD enzyme inhibitors, primary screen, biochemical, fluorescence intensity, uHTS; inhibition, % at 20 µM; AID 504690, 2011; glucose-6-phosphate dehydrogenase-6-phosphogluconolactonase (Plasmodium falciparum 3D7); 0.78% of 350,000 active; PfGluPho enzyme, NADPH resazurin-diaphorase fluorescence;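 active = inhibition reaching at least a set limit at 20 µM in the primary screen, cut at about 59% in these data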;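 also: 0% = DMSO wells with substrate and 100% = DMSO wells lacking glucose-6-phosphate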
# Active calls of the source: *; x = no result given.
SMILES	SENP1 inh	SENP8 block-2	SENP8 block-1	PfG6PD inh	SENP6 block	SENP7 inh	Apaf1 inhib	HKDC1 inh
O=C1C2C(c3ccccc3)CC=CC2[C@H](c2cccc([N+](=O)[O-])c2)N1Cc1ccccc1 (stereo partly drawn)	-2	2	11	2	-9	-6	20	-1
CCOC(=O)c1sc(NC(=O)C2=COCCO2)c(C#N)c1C	-6	0	-195	33	5	-1	15	-2
CCOC(=O)C1=C(CC)Nc2ccccc2N/C1=N\S(=O)(=O)c1cc(Br)ccc1Br	-1	-2	8	-17	-5	1	13	-2
O=S(=O)(c1ccccc1)N(CC(O)Cn1c2ccccc2c2ccccc21)c1ccccc1 (stereo not drawn)	-1	-1	-1	15	-4	-2	22	3
Cc1cc([N+](=O)[O-])nn1CC(=O)Nc1nc2ccccc2s1	0	-6	10	-3	-14	9	-1	-4
O=C(Nc1cc(Cl)ccc1N1CCOCC1)c1ccncc1	2	-1	3	-6	-22	5	6	-8
CN(C)/C=C/C(=O)c1ccc(Oc2ccccc2)cc1	-37	11	6	4	27	1	5	-5
CCCCNC(=O)CCCCCNS(=O)(=O)c1ccc(OC)cc1	1	2	9	-10	2	4	3	7

# Copied from the list.
# Result of `Cc1cc([N+](=O)[O-])nn1CC(=O)Nc1nc2ccccc2s1` under SENP7 inh: 9
# Result of `O=S(=O)(c1ccccc1)N(CC(O)Cn1c2ccccc2c2ccccc21)c1ccccc1` (stereo not drawn) under PfG6PD inh: 15

# The listing picks up, repeating the four entries before the break.
SMILES	SENP1 inh	SENP8 block-2	SENP8 block-1	PfG6PD inh	SENP6 block	SENP7 inh	Apaf1 inhib	HKDC1 inh
Cc1cc([N+](=O)[O-])nn1CC(=O)Nc1nc2ccccc2s1	0	-6	10	-3	-14	9	-1	-4
O=C(Nc1cc(Cl)ccc1N1CCOCC1)c1ccncc1	2	-1	3	-6	-22	5	6	-8
CN(C)/C=C/C(=O)c1ccc(Oc2ccccc2)cc1	-37	11	6	4	27	1	5	-5
CCCCNC(=O)CCCCCNS(=O)(=O)c1ccc(OC)cc1	1	2	9	-10	2	4	3	7
c1ccc(-c2c[n+]3c(n2-c2ccccc2)CCC3)cc1	-1	-2	8	-4	6	-1	3	-10
Cc1cc(OCCN2CCOCC2)ccc1Cl	0	4	3	-4	14	3	-1	1
O=S(=O)(Cc1ccccc1)N1CCNCC1	1	1	16	-6	-4	2	0	0
Cc1cn(C2CC3OCC3O2)c(=O)[nH]c1=O (stereo not drawn)	1	-6	19	6	-17	2	-12	-6
O=C(CCCN1C(=O)/C(=C/c2ccccc2Cl)SC1=S)NNC(=O)c1ccccc1Cl	6	0	39	-16	24	22	21	0
CC(c1ccc2c(c1)OCO2)n1c(=S)[nH]c2ccccc2c1=O (stereo not drawn)	3	8	-11	7	-12	1	7	2
COC(=O)C1(Cc2ccccc2)NC(c2ccc(F)cc2)C2C(=O)N(C)C(=O)C21 (stereo not drawn)	2	1	14	-5	18	9	5	-6
Cc1cc(C)cc(N(CCC#N)C(=O)COC(=O)CCc2c[nH]c3ccccc23)c1	4	3	9	0	11	4	7	1
CN(C)c1cc[n+](CC(=O)c2ccc(Br)cc2)cc1	0	3	37	-5	14	-6	-10	-7
CCN(CC)C(=O)CSc1nc2ccccc2c(=O)n1CC	2	-1	-30	-7	6	2	-176	-3
Cc1ccc(NC(=O)c2cccc(C(=O)Nc3ccc(C)cc3C(=O)O)c2)c(C(=O)O)c1	4	24	6	4	20	-8	31	24
CCCC(=O)NC(c1ccccc1Cl)c1c(O)ccc2ccccc12 (stereo not drawn)	3	-6	-80	2	-4	1	11	-1
Cc1cccc(-n2c(CNC(=O)c3ccc(S(=O)(=O)N4CCCC4)cc3)n[nH]c2=S)c1	1	5	6	38	0	14	-14	-15
COc1ccc(/C(N)=N/OC(=O)/C=C/c2ccccc2)cc1	3	-14	-20	13	-23	5	2	-10
CC(C)C[C@H](NC(=O)c1nc[nH]c1C(=O)N1CCC(C)CC1)C(=O)OCc1ccccc1	4	9	17	-5	-7	3	17	2
CCOC(=O)c1oc2nc(CC(C)C)c3c(c2c1N)CCCC3	0	1	-433	6	0	-7	9	1
COc1ccc(-c2noc3c2-c2nc(-c4ccccc4)sc2CC3)cc1	0	-5	-210	-1	-2	3	12	0
CC1(OC(=O)c2ccco2)C(=O)C=C2C=C(c3ccc(C#N)cc3)OC=C2C1=O (stereo not drawn)	x	5	x	x	9	-6	-4	x
NC(=O)C1CCN(C(=O)c2cc3c(s2)CCCCC3)CC1	2	0	5	-4	7	4	2	-1
N#Cc1cccc(NC(=O)CC2CCCC2)c1	0	-6	10	4	-16	-7	5	-3
CCCOc1ccc(C(=O)OCCN2CCCCC2)c(O)c1	0	3	16	-17	-4	2	-11	1
COC(=O)c1cn(C)c2ccc(S(=O)(=O)N3CCOCC3)cc2c1=O	0	-4	12	11	2	-2	-8	-10
O=C(CN1C(=O)NC2(CCCC2)C1=O)NNC(=O)c1ccccc1F	1	-5	7	7	-10	13	-2	-5
Cc1ccc(NC(=O)CSc2nc3nc(C)c(Br)cc3[nH]2)cc1F	-6	0	4	-23	5	-3	11	-1
O=C(c1cc2ccccc2[nH]1)N1O[C@@H]2C=C[C@H]1C2	-2	x	-1	4	x	x	x	-6
COC(=O)C1=C(C)N(c2ccc(C(=O)OC)cc2)C(=O)C1	2	-1	25	-11	-4	-2	3	-3
COc1ccc(C(=O)CSc2n[nH]c(=O)n2Cc2ccco2)cc1	2	-5	-63	3	3	5	-5	4
CC(C(=O)Nc1ccc2c(c1)OCCO2)n1nnc(-c2ccccc2)n1 (stereo not drawn)	1	2	13	1	8	0	-8	-6
Cc1ccc(N2CCN(C(=O)c3cc(COc4c(C)cccc4C)on3)CC2)c(C)c1	-2	-3	4	21	-17	-12	22	-1
O=Cc1ccc(OCCCOc2cccc3cccnc23)cc1	1	-4	-69	29	5	4	17	15
Cc1ccc(C(=O)CSc2nnc3ccccn23)c(C)c1	2	-16	11	7	-11	-11	7	-1
CC1(C)CC(=O)C(N=Nc2cccc(S(=O)(=O)N3CCOCC3)c2)=C(O)C1	-2	3	24	-12	-14	-4	-5	-6
CC/C(=N\NC(=O)c1ccc(N2CCCC2=O)cc1)c1ccccc1	-3	-2	10	-2	4	9	7	1
Cc1onc(-c2ccccc2)c1C(=O)NC(=S)NNC(=O)c1ccccc1O	1	1	-10	-33	1	-2	-15	-45
CCCCN(CC)S(=O)(=O)c1ccc(C(=O)Nc2nnc(-c3cccs3)o2)cc1	x	4	x	-27	-3	9	3	1
COc1ccc(S(=O)(=O)N2CCC(O)(c3cccnc3)CC2)cc1OC	3	2	3	-11	8	-1	-8	-9
CC(C)C(NC(=O)OCc1ccccc1)C(=O)OCC(=O)N1C(C)CCCC1C (stereo not drawn)	-2	-12	11	-3	-26	-5	15	1
S=C1NCCc2ccccc2C1c1ccccc1 (stereo not drawn)	-1	-7	34	29	-12	-10	4	4
Cc1ccc(N(O)C(=O)OCCNC(=O)Nc2ccccc2)cc1	4	-4	18	-2	-3	-1	-6	-2
COc1ccc(C(=O)c2c(N)sc3c2CCN(C)C3)cc1	-37	0	-114	3	-22	-1	2	2
COc1ccc(NC(=O)CCc2ccccc2)cc1S(=O)(=O)N1CCCCC1	1	-8	9	-6	-13	-6	5	-4
O=C1CN(C(=O)COc2ccccc2Cl)c2ccccc2N1	1	-9	3	4	-22	-8	11	-2
CC(C)NC(=O)Nc1n[nH]c(Nc2ccc(Cl)cc2)n1	2	1	21	2	-6	2	-19	2
C=Cn1cc[n+](CC(=O)C(C)(C)C)c1	0	-1	15	16	4	4	-13	-16
O=C(COC(=O)C1CCC(=O)N1)Nc1ccc(Cl)cc1Cl (stereo not drawn)	0	5	14	-4	4	0	-15	-11
COc1ccccc1NC(=O)CSC1CC(=O)N(c2ccc3c(c2)OCO3)C1=O (stereo not drawn)	3	-3	14	-4	17	-14	9	2
O=C1CC(c2ccc(S(=O)(=O)NCc3ccncc3)cc2)CN1 (stereo not drawn)	1	-4	3	-6	2	11	6	-4
O=C(Cn1cnc2ccccc2c1=O)NCc1ccc2c(c1)OCO2	0	-12	9	-17	-24	-11	12	-11
CC(=O)N1CCN(c2nc3ccc(Br)cc3s2)CC1	1	-9	0	-12	-16	-4	6	1
NC(=O)c1nsc(C(=O)N(c2ccccc2)C(C(=O)NCC2CCCO2)c2cccs2)c1N (stereo not drawn)	-27	8	-430	-16	-2	1	-11	15
N#C/C(=C\c1ccc(O)c(Br)c1)C(=O)NCc1ccccc1	-23	2	-42	-4	-13	4	19	10
COc1ccc(C(=O)OCCc2cc3ccccc3c(=O)o2)cc1	1	1	-1	7	16	3	9	-1
Cc1occc1-c1nnc(SCC(=O)N2CCCc3ccccc32)n1Cc1ccco1	-1	3	21	-6	0	7	10	3
CCn1c(=O)cc(O)c2ccccc21	-1	-2	2	16	3	-1	-8	-8
O=C(NCc1cccnc1)c1ccc2c(=O)n(CCCN3CCCC3=O)c(=S)[nH]c2c1	1	1	10	-11	-18	1	0	0
CC(C)(C)n1nc2c(c1NC(=O)COc1ccc(F)cc1)CS(=O)(=O)C2	-1	-5	-1	1	-7	-9	4	-3

# Following part.
SMILES	SENP1 inh	SENP8 block-2	SENP8 block-1	PfG6PD inh	SENP6 block	SENP7 inh	Apaf1 inhib	HKDC1 inh
Cc1noc(C(=O)Nc2ccc(C#N)cc2)c1Cl	3	0	18	6	11	0	1	-7
CC(C)(C)c1ccc(C(=O)NC(=S)N2CCOCC2)cc1	-1	3	-3	5	1	6	19	-4
COc1cccc(C(=O)NCC(=O)N/N=C/c2ccc3c(c2)OCO3)c1	4	0	12	7	-20	-9	9	-5
Cn1nccc1NC(=O)Nc1cccc(Cl)c1	1	-8	4	12	-14	-4	-9	-6
CCCCOc1ccc(/C(O)=C2/C(=O)C(=O)N(CCN(C)C)C2c2ccc(O)c(OC)c2)cc1 (stereo not drawn)	0	3	14	7	-5	1	-9	2
Cc1[nH]n(C(N)=S)c(=O)c1N=Nc1ccc(S(=O)(=O)N2CCCCCC2)cc1	3	49	37	-24	73*	26	-24	-26
CN(CCc1nc2ccccc2[nH]1)Cc1nc(CC2CC2)no1	-1	0	-3	-3	-6	2	-1	0
COc1cccc(C(=O)NCc2cn3ccsc3n2)c1	2	-4	-2	7	2	4	6	-5
Clc1ccc(-c2noc(CN3CCOCC3)n2)cc1	1	-6	30	-15	-10	5	-21	0
